High-throughput results as filed in PubChem.
Bim-Bcl-2 – inhibitors of Bim-Bcl-2 interaction, human | AID 950 | inhibition, % at 10 µM | Bead-based flow cytometry, Bim peptide-Bcl-2 binding | hit rate 0.06% among 190,000 | P10415; in the data active = inhibition above about 40%; inconclusive = no clear call, values can overlap the other calls;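 note: 0% = no compound wells with probe peptide and 100% = reference peptide inhibitor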
Bim-Mcl-1 – human Bim-Mcl-1 interaction inhibition; Bead-based flow cytometry, Bim peptide-Mcl-1 binding; hit rate 0.1% among 190,000; inhibition, % at 10 µM; AID 1009; Q07820;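 note: 0% = no compound tracer wells and 100% = peptide blocker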
Bim-Bcl-B – disrupts Bim peptide binding to human Bcl-B. AID 951. Q9HD36. hit rate 0.073% among 190,000. bead-based flow cytometry. inhibition, % at 10 µM;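 note: 0% = tracer peptide without compound and 100% = reference inhibitor peptide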
Target sequence (Q9HD36 whole entry, looked up): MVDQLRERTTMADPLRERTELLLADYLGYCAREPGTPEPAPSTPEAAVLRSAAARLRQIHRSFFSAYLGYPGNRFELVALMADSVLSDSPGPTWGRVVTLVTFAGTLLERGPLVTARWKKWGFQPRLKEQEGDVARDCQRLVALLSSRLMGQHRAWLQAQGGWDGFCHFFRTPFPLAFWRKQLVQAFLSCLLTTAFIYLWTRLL
RGS4-Gao reg – modulates binding of RGS4 to human Galphao. P09471. Multiplexed bead flow cytometry; actives lie on both sides. binding response (% of control), % at 10 µM. hit rate 0.33% among 220,000. AID 1415; in the data active = binding response below about 49% or above about 150%; inactive = in between;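 note: fluorescent Galphao activated with aluminum fluoride binding bead-coupled RGS4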
Target sequence (P09471 whole entry, looked up): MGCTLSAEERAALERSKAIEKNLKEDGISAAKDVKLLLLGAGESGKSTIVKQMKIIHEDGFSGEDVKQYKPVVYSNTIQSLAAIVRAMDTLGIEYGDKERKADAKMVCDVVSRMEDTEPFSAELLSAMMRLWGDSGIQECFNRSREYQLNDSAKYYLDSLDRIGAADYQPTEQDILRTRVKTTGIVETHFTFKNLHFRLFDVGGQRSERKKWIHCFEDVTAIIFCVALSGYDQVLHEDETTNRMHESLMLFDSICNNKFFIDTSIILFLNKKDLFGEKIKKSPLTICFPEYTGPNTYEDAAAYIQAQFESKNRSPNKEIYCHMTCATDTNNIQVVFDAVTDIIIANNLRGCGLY
RGS7-Gao reg – human RGS7-Galphao interaction regulation | Multiplexed bead flow cytometry, RGS7-Galphao binding; actives lie on both sides | binding response (% of control), % at 10 µM | hit rate 0.35% among 220,000; in the data active = binding response below about 49% or above about 150%; inconclusive = no clear call, values can overlap the other calls; inactive = in between;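 note: fluorescent Galphao held in activated GDP-AlF4 state binding bead-coupled RGS7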
GSH fluor – GSH bead compound fluorescence profile | GSH beads flow cytometry, compound fluorescence 488/530 nm; active compounds read high | fluorescence (KMESF) at 10 µM | hit rate 0.25% among 190,000 | AID 1776; in the data active = fluorescence above about 89;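 note: glutathione beads carrying GST-tagged Bcl family fusion proteins plus one bare bead set; values are compound well signal with DMSO vehicle wells as background; inactives centre near 16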
Bcl-XL Bim block – inhibitors of Bim-Bcl-XL interaction, human; Q07817; Bim peptide-Bcl-XL binding, bead flow cytometry, fluorescence; inhibition, % at 10 µM; hit rate 0.04% among 190,000; AID 1007
RGS8-Gao reg – human RGS8-Galphao interaction regulation | P09471 | multiplexed bead flow cytometry, RGS8-Galphao binding; actives lie on both sides | AID 1423 | response (percent of control binding), % at 10 µM | hit rate 0.34% among 220,000; in the data active = response below about 60% or above about 140%; inactive = in between;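 note: Galphao activated as the GDP aluminium fluoride complex binding bead-coupled RGS8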
Mcl1-Bid inh – disrupts binding of human Mcl-1 to Bid peptide; inhibition, % at 21.7 µM; Q07820; TR-FRET Mcl-1/Bid-Dy647 peptide binding, 1536-well; hit rate 0.97% among 220,000;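 active = compounds that cut the binding signal by more than half at the single screening dose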;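 note: His-tagged Mcl-1 with europium anti-His antibody binding Bid BH3 peptide; 0% = Mcl-1 plus peptide wells and 100% = peptide-only wells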
Bim-Bfl-1 – human Bim-Bfl-1 interaction inhibition. hit rate 0.12% among 190,000. inhibition, % at 10 µM. Bead-based flow cytometry, Bim-Bfl-1 binding inhibition. AID 1008. Q16548;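 note: 0% = wells without compound plus tracer and 100% = blocker peptide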
Bcl-W Bim block – human Bim-Bcl-W interaction inhibition. inhibition, % at 10 µM. hit rate 0.02% among 190,000. bead-based flow cytometry, Bim peptide-Bcl-W binding. AID 952. Q92843;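 note: 0% = bound tracer without compound and 100% = peptide blocker; higher means less fluorescent Bim peptide bound to Bcl-W beads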
Target sequence (Q92843 whole entry, looked up): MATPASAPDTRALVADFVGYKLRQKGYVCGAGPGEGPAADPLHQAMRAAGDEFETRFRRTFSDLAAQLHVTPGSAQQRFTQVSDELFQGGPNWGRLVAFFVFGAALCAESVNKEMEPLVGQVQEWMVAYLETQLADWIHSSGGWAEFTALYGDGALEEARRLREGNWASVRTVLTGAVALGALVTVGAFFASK
An asterisk follows results filed as active; ? = inconclusive. Cut-off read from the data, not from the text of the source, unless noted: active = inhibition above about 40%.

item | Bim-Bcl-2 | Bim-Mcl-1 | Bim-Bcl-B | RGS4-Gao reg | RGS7-Gao reg | GSH fluor | Bcl-XL Bim block | RGS8-Gao reg | Mcl1-Bid inh | Bim-Bfl-1 | Bcl-W Bim block | canonical_smiles
1 | -2.0 | 1.0 | 0.0 | 102.0 | 96.9 | 25 | 1.0 | 100.4 | 17.9 | -1.0 | -1.0 | O=C(CSc1nnnn1-c1cccnc1)Nc1ccc(OCc2ccccc2)cc1
2 | 1.0 | -3.0 | 5.0 | 103.6 | ? | 19 | -1.0 | 102.2 | -11.5 | 3.0 | 1.0 | CCNc1nc(Oc2ccc(F)cc2)cc(C(F)(F)F)n1
3 | -10.0 | -4.0 | -15.0 | 105.0 | 101.2 | 42 | 11.0 | 105.3 | -126.0 | -9.0 | 0.0 | COc1ccc(NC(=S)NNC(=O)Cn2nc([N+](=O)[O-])cc2C)cc1
4 | -10.0 | 1.0 | -6.0 | 103.6 | 104.2 | 54 | -10.0 | 106.1 | 25.7 | -13.0 | -1.0 | COc1cc(CN(C)CCc2ccccn2)cc(OC)c1OC
5 | -2.0 | -1.0 | -1.0 | 97.5 | 89.5 | 18 | -2.0 | 100.2 | -12.2 | -4.0 | 1.0 | Cc1cc(C)c(S(N)(=O)=O)c(C)c1N(C)S(=O)(=O)c1ccccc1
6 | 0.0 | 0.0 | -1.0 | 92.5 | 94.1 | 15 | -3.0 | 98.3 | -5.3 | 0.0 | -2.0 | O=C(/C=C/c1cccc([N+](=O)[O-])c1)NC(=S)Nc1cccc(NC(=O)c2ccccc2Cl)c1
7 | -4.0 | 3.0 | -6.0 | 107.3 | 102.8 | 27 | -5.0 | 102.7 | -18.3 | -8.0 | -3.0 | O=[N+]([O-])c1c(Nc2ccccc2)ccc2nonc12
8 | 0.0 | 2.0 | 1.0 | 103.8 | 110.0 | 18 | 2.0 | 99.5 | -8.8 | -3.0 | 2.0 | Cc1c(NC(=O)CSCc2ccc(Br)cc2)c(=O)n(-c2ccccc2)n1C
9 | -6.0 | -2.0 | -5.0 | 98.2 | 97.8 | 6 | -3.0 | 97.0 | -22.4 | -12.0 | 3.0 | O=C(Nc1ccc(Cl)c(Cl)c1)OCc1cncs1
10 | -13.0 | -6.0 | -7.0 | 97.4 | 96.0 | 26 | -3.0 | 102.4 | -0.6 | -11.0 | -3.0 | CCOC(=O)/C=C1\SCC(=O)N1CC(=O)NC12CC3CC(CC(C3)C1)C2
11 | -3.0 | -3.0 | -3.0 | 102.2 | 102.8 | 72 | -4.0 | 103.1 | 4.8 | -1.0 | -1.0 | O=C(CNC(=O)c1ccc(S(=O)(=O)N2CCCC2)cc1)N/N=C/c1ccc(F)cc1
12 | -6.0 | 12.0 | -4.0 | 95.3 | 95.0 | 46 | -10.0 | 96.3 | 19.2 | -9.0 | 1.0 | COc1ccc(OC)c(C(c2nnnn2CCC(C)C)N2CCN(C(=O)c3ccco3)CC2)c1 (stereo not drawn)
13 | -2.0 | 2.0 | -7.0 | 103.0 | 99.4 | 26 | 0.0 | 100.0 | 2.4 | -12.0 | 2.0 | CC(C)COC(=O)CCn1[nH]c(=O)c2ccccc2c1=O
14 | -1.0 | -1.0 | -1.0 | 99.6 | 100.8 | 18 | -1.0 | 104.2 | -9.6 | -3.0 | 0.0 | COc1cc(CNC(C)(C)CO)cc(Br)c1OCc1ccccc1
15 | -7.0 | -4.0 | -6.0 | 99.7 | 98.8 | 29 | -9.0 | 99.4 | 7.5 | -5.0 | -1.0 | COc1ccccc1NC(=O)C(CC=C(Cl)Cl)C(C)=O (stereo not drawn)
16 | -8.0 | -4.0 | -14.0 | 99.8 | 102.1 | 19 | -9.0 | 102.0 | 5.7 | -14.0 | -3.0 | Cc1cc([N+](=O)[O-])ccc1-c1ccc(/C=N/NC(=O)Cc2ccccc2)o1
17 | 0.0 | 0.0 | -3.0 | 99.0 | 102.3 | 15 | 0.0 | 100.5 | -8.9 | 0.0 | 0.0 | COc1ccc(OC)c(C2N(c3cc(C)on3)C(=O)C3CCCN32)c1 (stereo not drawn)
18 | -2.0 | -3.0 | 0.0 | 103.5 | 101.1 | 7 | -2.0 | 102.1 | -8.0 | -3.0 | -1.0 | COC(=O)CC1(c2ccccc2)C(=O)c2ccccc2C1=O
19 | -1.0 | -3.0 | -9.0 | 103.6 | 110.6 | 31 | -3.0 | 107.6 | -25.4 | -1.0 | -3.0 | CCCCN=C1NN=C(c2ccc3c(c2)OCCO3)CS1
20 | -24.0 | -23.0 | -28.0 | 89.2 | 96.9 | 24 | -19.0 | 82.5 | 11.0 | -19.0 | -17.0 | O=C(CSc1ccccn1)Nc1nncs1
21 | -2.0 | -4.0 | 0.0 | 104.4 | 102.9 | 63 | 0.0 | 101.3 | -25.8 | -1.0 | -2.0 | COC(=O)C(Cc1c[nH]c2ccccc12)NC(C)=O (stereo not drawn)
22 | -6.0 | 0.0 | -7.0 | 99.2 | 102.0 | 43 | 8.0 | 99.3 | -11.1 | -12.0 | 1.0 | OC1(c2ccccc2F)CCN(Cc2nnnn2CCc2ccccc2)CC1
23 | -1.0 | -5.0 | -7.0 | 101.7 | 103.0 | 11 | -5.0 | 99.5 | -2.4 | 0.0 | -4.0 | CCC(=O)c1ccc(OCc2ccc(C(=O)OC)cc2)cc1

Just RGS4-Gao reg, RGS7-Gao reg and Bim-Bcl-B (5 entries from above):
item | canonical_smiles | RGS4-Gao reg | RGS7-Gao reg | Bim-Bcl-B
12 | COc1ccc(OC)c(C(c2nnnn2CCC(C)C)N2CCN(C(=O)c3ccco3)CC2)c1 (stereo not drawn) | 95.3 | 95.0 | -4.0
13 | CC(C)COC(=O)CCn1[nH]c(=O)c2ccccc2c1=O | 103.0 | 99.4 | -7.0
14 | COc1cc(CNC(C)(C)CO)cc(Br)c1OCc1ccccc1 | 99.6 | 100.8 | -1.0
15 | COc1ccccc1NC(=O)C(CC=C(Cl)Cl)C(C)=O (stereo not drawn) | 99.7 | 98.8 | -6.0
16 | Cc1cc([N+](=O)[O-])ccc1-c1ccc(/C=N/NC(=O)Cc2ccccc2)o1 | 99.8 | 102.1 | -14.0

Ordered by molar mass (highest first): some entries from above.
item | Bim-Bcl-2 | Bim-Mcl-1 | Bim-Bcl-B | RGS4-Gao reg | RGS7-Gao reg | GSH fluor | Bcl-XL Bim block | RGS8-Gao reg | Mcl1-Bid inh | Bim-Bfl-1 | Bcl-W Bim block | canonical_smiles
14 | -1.0 | -1.0 | -1.0 | 99.6 | 100.8 | 18 | -1.0 | 104.2 | -9.6 | -3.0 | 0.0 | COc1cc(CNC(C)(C)CO)cc(Br)c1OCc1ccccc1
13 | -2.0 | 2.0 | -7.0 | 103.0 | 99.4 | 26 | 0.0 | 100.0 | 2.4 | -12.0 | 2.0 | CC(C)COC(=O)CCn1[nH]c(=O)c2ccccc2c1=O
20 | -24.0 | -23.0 | -28.0 | 89.2 | 96.9 | 24 | -19.0 | 82.5 | 11.0 | -19.0 | -17.0 | O=C(CSc1ccccn1)Nc1nncs1

No enrichment for hits (roughly 1.8% active in at least one column).
